Assay outcomes (PubChem)
PKA-R2B act = activators of PKA-R2B holoenzyme, primary screen, biochemical, fluorescence polarization, Cy5-IP20, human. cAMP-dependent protein kinase catalytic subunit beta (Homo sapiens) + cAMP-dependent …. actives 0.079% (n = 340,000). activation, % at 11.4 µM. PKA-R2B holoenzyme dissociation; R2B truncated from residue 108, S112A mutant; 0% DMSO only, 100% 113 µM cGMP. AID 504700, 2011;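 active = activation above a cutoff set at the mean over all compounds plus 3 SD, cut at about 18% in these data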;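 note: higher means more holoenzyme dissociation and a rise in polarization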
CDK5 inh = inhibitors of human CDK5/p35 kinase, primary screen, biochemical, single concentration; Recombinant CDK5/p35, ADP-Glo luminescence, 60 min; inhibition, % at 10 µM; actives 0.01% (n = 330,000);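 active = highest replicate inhibition of at least 50% and at least 75% of replicates reaching 50%; inconclusive = only one of the two criteria met; inactive = both criteria failed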;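 note: plate controls were DMSO neutral control for no effect and GW8510 at 10 µM for full effect; many of its hits are not listed in these tables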
Mot1-301 SUMO = yeast Mot1-301 growth rescue at high temperature, primary screen, SUMOylation pathway inhibitor project, S. cerevisiae, ATP luminescence, 38.5C; S. cerevisiae Mot1-301 growth rescue; percent above DMSO median, 100 means doubled; actives 1% (n = 320,000); growth rescue, % at 18.8 µM; AID 2716, 2010;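 active = every valid replicate shows activation above 250% relative to neutral control wells; inactive = the rest, any valid replicate at or below 250%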;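 note: OY570 slx delta 5 strain wells were the positive control but not used for scaling; some compounds called inactive have numbers as strong as hits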
Pemphigus Ab inh = inhibitors of pemphigus antibody binding to DSG3, primary screen, biochemical, bead-based, flow cytometry, scFv-GFP. Desmoglein-3 (Homo sapiens), P32926. DSG3-coupled beads, scFv-anti-DSG3-GFP binding; active compounds read low. binding (percent of control), % at 10 µM. actives 0.48% (n = 310,000). AID 588358, 2011;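 active = binding more than 3 SD below its plate's average and above zero; inconclusive = below that plate limit but binding exactly zero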;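 note: hits lower antibody fragment binding to DSG3; some compounds called inactive have numbers as strong as hits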
SR-BI uptake up = activators of SR-BI mediated DiI-HDL uptake, primary screen, ldlA[mSR-BI] CHO cells, DiI fluorescence. AID 504775, 2011. actives 0.096% (n = 320,000). activation, % at 12.5 µM. 3 h; 100 = double the neutral-control signal;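 active = mean replicate activation of at least 60% and every replicate at or above 60%; inconclusive = mean or all-replicate condition met, but not both; inactive = mean below 60% and not all replicates reaching 60%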;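 note: 0% = median plate neutral-control signal and 100% = twice that signal; values of inactives mirror those of a sister screen read the other way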
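material = CHO ldlA[mSR-BI] cells | medium = Ham's F12 with 0.5% BSA, HEPES 25 mM, pH 7.4 | reagent = fluorescent DiI-HDL, 10 µg/mL final | compound dosing = single-point compound dose | incubation = 3 h, 37 °C | measured by = bottom-read fluorescence, 550/595 nm | measure = HDL uptake via cellular fluorescence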
NSD2 HMT inh = NSD2 histone methyltransferase inhibitors, primary screen, biochemical, AlphaScreen, single concentration, set 2. Histone-lysine N-methyltransferase NSD2 (Homo sapiens), O96028. NSD2 peptide methylation, 120 min. inhibition, % at 12.5 µM. actives 0.54% (n = 310,000); in the data active = inhibition above about 50%
SR-BI DiI inh = inhibitors of SR-BI mediated HDL lipid uptake, primary screen, ldlA[mSR-BI] cells, fluorescence, single point | Scavenger receptor class B member 1 (Mus musculus), Q61009 | ldlA[mSR-BI] CHO cells, DiI-HDL uptake fluorescence, 3 h | inhibition, % at 12.5 µM | actives 0.96% (n = 320,000) | AID 488896, 2010;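 active = mean replicate inhibition of at least 70% and a set share of replicates each scoring 70 or more; inconclusive = meets just one of the two criteria; inactive = fails both criteria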;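 note: 0% = median of neutral control wells and 100% = median of positive control wells; values of inactives mirror those of a sister screen read the other way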
Target sequence (Q61009 whole entry, looked up): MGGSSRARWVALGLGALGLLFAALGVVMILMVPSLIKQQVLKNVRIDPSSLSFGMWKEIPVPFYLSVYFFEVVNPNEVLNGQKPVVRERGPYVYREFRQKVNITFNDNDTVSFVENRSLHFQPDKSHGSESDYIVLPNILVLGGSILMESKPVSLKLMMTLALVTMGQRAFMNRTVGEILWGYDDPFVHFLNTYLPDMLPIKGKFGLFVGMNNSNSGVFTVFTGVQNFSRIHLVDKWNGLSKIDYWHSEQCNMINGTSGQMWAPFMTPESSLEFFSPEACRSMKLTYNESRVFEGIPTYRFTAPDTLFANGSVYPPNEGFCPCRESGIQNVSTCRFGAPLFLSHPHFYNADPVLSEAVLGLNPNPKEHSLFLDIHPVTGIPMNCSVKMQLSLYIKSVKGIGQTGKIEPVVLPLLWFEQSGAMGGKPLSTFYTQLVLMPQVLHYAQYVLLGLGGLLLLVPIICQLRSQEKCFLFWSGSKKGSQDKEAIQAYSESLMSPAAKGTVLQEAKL
dFosB act = activators of delta FosB homodimer, primary screen, biochemical, fluorescence polarization, TAMRA-CDK5 oligo, single point. Protein FosB (Mus musculus), P13346. actives 0.99% (n = 340,000). activation, % at 25 µM. AID 493131, 2011. purified delta FosB; percent of positive-control signal above neutral wells;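 active = mean activation above about 17%, with every replicate also reaching it, limit read from the data, passing the limit was not always enough; inconclusive = only one of the two conditions met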;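 note: fluorescence polarization rise as delta FosB binds a TAMRA Cdk5 AP-1 oligo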
Target sequence (P13346 whole entry, looked up): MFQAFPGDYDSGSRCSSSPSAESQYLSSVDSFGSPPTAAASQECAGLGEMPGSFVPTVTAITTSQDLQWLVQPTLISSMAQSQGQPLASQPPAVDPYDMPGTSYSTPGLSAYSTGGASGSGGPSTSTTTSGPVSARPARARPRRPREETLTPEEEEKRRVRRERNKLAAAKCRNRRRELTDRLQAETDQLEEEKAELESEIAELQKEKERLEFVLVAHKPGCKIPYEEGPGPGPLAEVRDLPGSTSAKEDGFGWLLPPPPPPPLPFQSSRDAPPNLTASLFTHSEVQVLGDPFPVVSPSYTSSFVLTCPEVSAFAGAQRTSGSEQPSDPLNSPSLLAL
Arrestin-AP2 inh = inhibitors of beta-arrestin/AP2 binding, primary screen, biochemical, GPCR trafficking, flow cytometry | beta-arrestin 1 C-terminal peptide binding to AP2 beta2-adaptin appendage (human) | FITC-arrestin peptide / GST-AP2 beads; AP2 beta2 appendage carries R879A mutation | inhibition, % at 10 µM | actives 0.31% (n = 340,000) | AID 504490, 2011;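 active = inhibition above a set limit, near 3 SD of compounds lacking own fluorescence, cut at about 54% in these data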;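 note: plate controls were DMSO wells for no effect and 5 µM unlabelled arrestin peptide for full effect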
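Material – GST-tagged AP2 beta2-adaptin appendage (R879A) on 4 µm glutathione beads · Probe or stimulus – fluorescein-tagged arrestin peptide at 50 nM final · Timing – 12 min plus 1 h, RT · Detection – bead flow cytometry, FITC channel · Read-out basis – inhibition as reduced fluorescein signal on beads, percent · Medium – PBS plus Tween 20 (0.05%) and BSA (0.1%)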
PKA-R1A activ = activators of PKA-R1A holoenzyme, primary screen, biochemical, fluorescence polarization, Cy5-IP20, bovine R1A, mouse PKAc; cAMP-dependent protein kinase type I-alpha regulatory subunit (Bos taurus) + …; PKA-R1A dissociation; scaled: DMSO 0%, 113 µM cGMP 100%; activation, % at 11.4 µM; actives 0.083% (n = 340,000); AID 504707, 2011;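 active = percent activation above the mean of all tested compounds plus 3 SD, cut at about 19% in these data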;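 note: higher means more PKAc released from R1A so a rise in polarization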
MITF act = activators of MITF-driven TRPM1 promoter reporter, primary screen, cell-based, SK-MEL-5, luciferase, single point; AID 588334, 2011; SK-MEL-5 TRPM1-promoter luciferase, 24 h; % of positive control, neutral wells = 0; activation, % at 12.5 µM; actives 0.75% (n = 300,000);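 active = mean activation of at least 80% with every replicate also reaching 80%; inconclusive = mean reaches 80% but some replicate falls short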;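 note: 0% = neutral control wells and 100% = parthenolide positive control wells; values of inactives mirror those of a sister screen read the other way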
* = called active by the depositor; u = inconclusive; x = not tested or not shown.

SMILES	PKA-R2B act	CDK5 inh	Mot1-301 SUMO	Pemphigus Ab inh	SR-BI uptake up	NSD2 HMT inh	SR-BI DiI inh	dFosB act	Arrestin-AP2 inh	PKA-R1A activ	MITF act
C/C(=N/NC(=O)CNC(=O)c1ccccn1)c1cccc([N+](=O)[O-])c1	11	0.7	4	101	-47	1	47	-1	-7	-8	8
Cc1sc(NC(=O)CN2CCOCC2)nc1-c1ccc2c(c1)CCN2S(=O)(=O)c1ccccc1	12	-0.1	-5	102	-70	3	u	-10	24	-13	-33
CCCCOP(=O)(OCCCC)C(Nc1ccc(C(=O)OCC)cc1)c1ccncc1 (configuration not stated)	7	-1.2	17	114	-7	-2	7	-11	34	-12	3
c1ccc(COc2ncnc3c2ncn3CCCNCC2CCCO2)cc1 (configuration not stated)	-3	3.6	x	97	8	x	-8	-7	34	-7	8
CC(C)CNC(=O)c1cccc(NC(=O)CSc2ccc(Cl)cc2)c1	1	0.0	1	97	11	-1	-11	0	14	0	2
COc1cnc(-c2ccccn2)nc1N(C)C	3	-5.6	-7	97	20	-1	-20	-6	-5	0	-32
C=CC(=O)Nc1ccc(CN2C(=O)N(c3c(Cl)c(OC)cc(OC)c3Cl)Cc3cnc(NCCCCN(CC)CC)nc32)cc1	-5	17	22	106	4	x	-4	u	-1	-5	1
CCCCc1noc2c1/C(=N\O)CC(c1ccccc1)C2 (configuration not stated)	5	-0.2	-1	109	3	-1	-3	2	-7	13	56
CCCCCCOc1ccc(C(=O)O)cc1C#N	-10	-0.2	-4	106	x	1	x	-11	3	-12	-21
O=C(Nc1nnc(-c2ccc3c(c2)CCCC3)o1)c1ccccc1Cl	-7	0.1	24	99	11	x	-11	-14	8	-14	9
CCc1nc2ccccc2n1CC1CC1(Cl)Cl (configuration not stated)	6	-1.7	173	97	13	-4	-13	-4	-14	0	-5
COC(=O)C1CCCCN1C(=O)CCc1nnc(CCc2c[nH]c3ccccc23)o1 (configuration not stated)	0	-0.2	-7	110	-14	-3	14	-2	-1	4	2
CN(C)c1cccc(C(=O)NNC(=O)CN2C(=O)C3CC=CCC3C2=O)c1 (configuration not stated)	-3	0.0	-15	90	-66	2	66	-3	5	1	47
Cc1ccc(C)c(N2CN(Cc3cccnc3)CNC2=S)c1	-3	1.8	327	95	26	5	-26	2	-4	-9	3
CSc1nc(-c2ccccc2)nc2c1COC(C)(C)C2	-3	1.5	0	100	-25	1	25	-1	-7	-3	-13
COc1cc(C=NNC(=O)c2cccnc2)ccc1OC(=O)c1ccccc1F	-1	-0.2	11	95	-4	14	4	-64	-3	2	8
Cc1cccc(C(=O)NCC2CCCO2)c1 (configuration not stated)	1	0.6	5	107	20	0	-20	6	0	0	8
Cc1ccc(OCC(=O)N2c3ccccc3NC(=O)C2(C)C)c([N+](=O)[O-])n1	-7	-1.2	x	102	-5	9	5	-8	-17	-21	-5
CCc1ccc(C(CC(=O)c2ccc(Cl)cc2)C(=O)O)cc1 (configuration not stated)	2	-0.6	56	101	2	-1	-2	-4	11	1	x
COc1ccc(C(=O)Nc2nc(-c3ccc([N+](=O)[O-])cc3)c(-c3ccc(OC)cc3)s2)cc1	-10	1.1	-6	122	-55	4	55	-1	4	4	14

A run of entries taken from the entries so far, as a working copy:
SMILES	PKA-R2B act	CDK5 inh	Mot1-301 SUMO	Pemphigus Ab inh	SR-BI uptake up	NSD2 HMT inh	SR-BI DiI inh	dFosB act	Arrestin-AP2 inh	PKA-R1A activ	MITF act
CCc1ccc(C(CC(=O)c2ccc(Cl)cc2)C(=O)O)cc1 (configuration not stated)	2	-0.6	56	101	2	-1	-2	-4	11	1	x
COc1ccc(C(=O)Nc2nc(-c3ccc([N+](=O)[O-])cc3)c(-c3ccc(OC)cc3)s2)cc1	-10	1.1	-6	122	-55	4	55	-1	4	4	14

One compound at a time (already shown).
CCCCOP(=O)(OCCCC)C(Nc1ccc(C(=O)OCC)cc1)c1ccncc1 (configuration not stated) across the screens: PKA-R2B act = 7; CDK5 inh = -1.2; Mot1-301 SUMO = 17; Pemphigus Ab inh = 114; SR-BI uptake up = -7; NSD2 HMT inh = -2; SR-BI DiI inh = 7; dFosB act = -11; Arrestin-AP2 inh = 34; PKA-R1A activ = -12; MITF act = 3
O=C(Nc1nnc(-c2ccc3c(c2)CCCC3)o1)c1ccccc1Cl across the screens: PKA-R2B act = -7; CDK5 inh = 0.1; Mot1-301 SUMO = 24; Pemphigus Ab inh = 99; SR-BI uptake up = 11; NSD2 HMT inh = x; SR-BI DiI inh = -11; dFosB act = -14; Arrestin-AP2 inh = 8; PKA-R1A activ = -14; MITF act = 9

Next part.
SMILES	PKA-R2B act	CDK5 inh	Mot1-301 SUMO	Pemphigus Ab inh	SR-BI uptake up	NSD2 HMT inh	SR-BI DiI inh	dFosB act	Arrestin-AP2 inh	PKA-R1A activ	MITF act
CCOC(=O)c1sc(/N=C/c2ccc(O)cc2O)cc1C	-6	1.6	-3	x	-8	5	8	3	9	0	-7
CC(C)(C)C(=O)Cn1c[n+](N)cn1	0	0.2	1	108	16	-1	-16	-5	33	10	-8
CC(C)n1cc(/C=C/c2cc[n+](C)cc2)c2ccccc21	-4	1.2	x	97	-3	1	3	-6	-22	-15	-62
Cc1[nH]nc2c1C(c1ccc3c(c1)OCO3)C(C#N)=C(N)O2 (configuration not stated)	-1	1.8	-20	103	-15	-1	15	-1	8	-9	-13
O=C(NNC(=O)c1cc(-c2ccco2)nc2ccccc12)c1ccccc1	-1	2.9	-26	95	x	1	x	-27	7	-11	-8
CNC(=O)c1ccccc1NC(=O)c1cccc(S(=O)(=O)N2CCC(C)CC2)c1	-2	0.6	-1	107	-27	3	27	-2	17	-10	-14
CC1CCN(CCNC(=O)C2CCCN(S(=O)(=O)c3cccc4nsnc34)C2)CC1 (configuration not stated)	-1	-1.3	454*	107	0	5	0	-2	12	4	3
O=C(/C=C/c1ccc(F)cc1)N1CCN(S(=O)(=O)/C=C/c2ccccc2)CC1	-3	2.9	1	99	-3	-10	3	3	30	0	2
c1ccc(-n2nnc(-c3cccnc3)n2)cc1	17	0.2	0	97	-1	x	1	-8	x	-5	91*
COc1ccc(-c2noc(CCC(=O)NCC3CCCO3)n2)cc1OC (configuration not stated)	3	0.1	2	x	6	-3	-6	0	-9	3	2
Cc1cc(OCc2cc(C(=O)NCc3csc(C(C)C)n3)no2)cc(C)c1Cl	2	-0.8	-5	100	15	-1	-15	-15	3	-1	6
Cc1ccc2nc3c(cc2c1)c(C)nn3-c1ccccc1	-1	-2.2	0	95	-49	-5	49	-5	14	4	-7
COc1ccc(Nc2cc(C(=O)NCCCOC(C)C)c3ccccc3n2)c(OC)c1	-7	0.7	-5	106	-38	0	38	-13	15	13	0
CC(=O)c1cccc(NC(=O)N2CCC(NC(=O)C34CC5CC(CC(C5)C3)C4)CC2)c1	6	-0.7	22	114	x	-3	x	-4	52	2	-1
CC(=O)N1CCCc2ccccc21	2	-4.7	22	97	25	-1	-25	1	5	12	1
CC(O)CNc1nc2ccccc2n1CC(=O)NCCc1ccc(Cl)cc1 (configuration not stated)	-10	0.3	-7	109	-7	4	7	-7	-1	-5	-9
CC1CN(C(=O)c2cc3cc([N+](=O)[O-])ccc3s2)CC(C)O1 (configuration not stated)	0	0.9	x	92	-38	-3	38	0	9	1	2
Cc1ccn2c(=O)nc(SCC(=O)N3N=C(c4cccs4)CC3c3ccc(F)cc3)nc2c1 (configuration not stated)	-5	-1.1	19	100	-21	-1	21	-13	31	-12	-7
CC(=O)N1N=C(c2ccc(C)o2)CC1c1ccc(F)cc1 (configuration not stated)	0	3.2	8	111	13	4	-13	11	26	-4	13
Cc1ccc(C)c(NC(=S)NCCCN2CCOCC2)c1	-8	1.2	34	113	17	-1	-17	-1	41	-11	-7
COc1ccc(CCN(C)C(=O)CCNC(=O)c2ccc(Br)cc2)cc1OC	8	0.4	12	103	-9	-2	9	2	-5	3	-5
Cc1ccc(OCC(=O)NNC(=O)CSc2ncnc3sc(C)c(C)c23)cc1	-2	1.8	63	92	11	-2	-11	15	-1	10	-9
Cc1ccc(S(=O)(=O)N(C)CC(=O)O/N=C(\N)c2ccccn2)cc1	0	-1.4	399*	99	34	1	-34	-4	97*	-7	2

Sorted by count of non-hydrogen atoms (ascending): part of the list above.
SMILES	PKA-R2B act	CDK5 inh	Mot1-301 SUMO	Pemphigus Ab inh	SR-BI uptake up	NSD2 HMT inh	SR-BI DiI inh	dFosB act	Arrestin-AP2 inh	PKA-R1A activ	MITF act
CC(=O)N1CCCc2ccccc21	2	-4.7	22	97	25	-1	-25	1	5	12	1
CC(O)CNc1nc2ccccc2n1CC(=O)NCCc1ccc(Cl)cc1 (configuration not stated)	-10	0.3	-7	109	-7	4	7	-7	-1	-5	-9
O=C(/C=C/c1ccc(F)cc1)N1CCN(S(=O)(=O)/C=C/c2ccccc2)CC1	-3	2.9	1	99	-3	-10	3	3	30	0	2

Compounds were not picked by outcome, and some 4.7% of all compounds hit somewhere here.
